# ARNT TACC3 PPI = disruptors of ARNT/TACC3 protein interaction, primary screen, biochemical, AlphaScreen, single concentration; Transforming acidic coiled-coil-containing protein 3 (Homo sapiens), Q9Y6A5; 0.66% of 390,000 active; AID 623870, 2012; AlphaScreen His-ARNT PAS-B/GST-TACC3 binding, luminescence; TACC3 fragment carries E629A point mutation; inhibition, % at 9.99 µM;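 active = mean inhibition of replicates at least 50% and at least half of replicates each reaching 50%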;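 also: 0% = complete ARNT plus TACC3 wells and 100% = ARNT alone without TACC3; many hits fall short of the cut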
# LGR2 antag = inhibitors of bursicon-induced LGR2 CRE-luciferase signal, primary screen, cell-based, HEK293, CRE-luciferase reporter, bursicon stimulation. Drosophila bursicon receptor LGR2 (rickets). bursicon-stimulated, 4 h. inhibition, % at 9.99 µM. 0.35% of 380,000 active. AID 720647, 2013;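 active = drop in luminescence signal, shown as inhibition above about 50% in the replicate tests, limit read from the data, passing the limit was not always enough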;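 also: agonist challenge used bursicon conditioned medium at about half maximal strength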
# PAX8 reporter = inhibitors of PAX8-driven TPO luciferase reporter, primary screen, RMG-I cells, single concentration; SteadyGlo, 24 h; inhibition, % at 12.6 µM; 1.2% of 360,000 active;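 active = mean replicate inhibition at least 60% with every replicate also reaching 60%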;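 also: luciferase light reporting Pax8 driven TPO promoter activity; plate controls were median of neutral control wells for no effect and mitoxantrone controls for full effect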
# Starred values were filed as active, the others as inactive; x = not tested or not shown. An excerpt; rates above refer to the full screens.
entry | canonical_smiles | ARNT TACC3 PPI | LGR2 antag | PAX8 reporter
1 | CCOP(=O)(OCC)C(O)c1ccc(Br)cc1 (stereo not drawn) | -18 | x | x
2 | COc1cc(C2NCc3ccccc3-n3cccc32)ccc1O (stereo not drawn) | 9 | x | x
3 | CCOc1ccccc1-n1c(O)c(C=NCCCN(CC)CC)c(=O)[nH]c1=O | 0 | x | x
4 | O=C1CC(N2CC=C(c3ccc(F)cc3)CC2)C(=O)N1c1ccc(F)cc1 (stereo not drawn) | 3 | x | x
5 | Cc1cnn(C2CCN(C)CC2)c1N | -2 | x | x
6 | Cc1ccc2nc(N3CCC(C(=O)N4CCC5(CC4)OCCO5)CC3)sc2c1 | 1 | x | x
7 | CN1CCN(c2ncnc3ccc(Br)cc23)CC1 | -3 | x | x
8 | Cc1cccc(OCC(=O)N2CCN(Cc3ccncc3)CC2)c1 | -6 | x | x
9 | CCN1CCC(O)(c2ccccc2)C(C(=O)c2ccccc2)C1 (stereo not drawn) | -7 | x | x
10 | COC(=O)C1=C(c2ccc(F)cc2F)C[C@@H]2CC[C@H]1N2C(=O)NC(C)C | -1 | x | x
11 | CCOc1ccc(Br)c(C2(O)CC(C)N(C)CC2C)c1 (stereo not drawn) | -6 | x | x
12 | O/N=C/c1c[nH]c2ccccc12 | 0 | x | x
13 | CC(=O)Nc1ccccc1C(=O)OCc1ccc(C(=O)c2ccccc2)cc1 | 1 | x | x
14 | CCCNC(=O)N1[C@H]2CC[C@@H]1C(C(=O)OC)=C(c1ccc(F)cc1OCc1ccccc1)C2 | -4 | x | x
15 | CCCSc1nc(O)c(CC)c(=O)n1C(C)CC (stereo not drawn) | 5 | x | x

# An excerpt of these results, in transposed form:
[10] COC(=O)C1=C(c2ccc(F)cc2F)C[C@@H]2CC[C@H]1N2C(=O)NC(C)C
[11] CCOc1ccc(Br)c(C2(O)CC(C)N(C)CC2C)c1 (stereo not drawn)
assay / compound,10,11
ARNT TACC3 PPI,-1,-6
LGR2 antag,x,x
PAX8 reporter,x,x

# Four entries from above in another layout:
10) COC(=O)C1=C(c2ccc(F)cc2F)C[C@@H]2CC[C@H]1N2C(=O)NC(C)C
  ARNT TACC3 PPI = -1 | LGR2 antag = x | PAX8 reporter = x

7) CN1CCN(c2ncnc3ccc(Br)cc23)CC1
  ARNT TACC3 PPI = -3 | LGR2 antag = x | PAX8 reporter = x

4) O=C1CC(N2CC=C(c3ccc(F)cc3)CC2)C(=O)N1c1ccc(F)cc1 (stereo not drawn)
  ARNT TACC3 PPI = 3 | LGR2 antag = x | PAX8 reporter = x

1) CCOP(=O)(OCC)C(O)c1ccc(Br)cc1 (stereo not drawn)
  ARNT TACC3 PPI = -18 | LGR2 antag = x | PAX8 reporter = x

# Further entries
entry | canonical_smiles | ARNT TACC3 PPI | LGR2 antag | PAX8 reporter
16 | CCCCCCn1c(O)c(C=NCCCn2ccnc2)c(=O)[nH]c1=O | -31 | x | x
17 | CCn1c(O)c(C=NCCc2c[nH]c3ccccc23)c(=O)[nH]c1=O | -2 | x | x
18 | CC1CN=C(Nc2ccc(N(C)C)cc2)S1 (stereo not drawn) | 15 | x | x
19 | CC(C(N)=O)N1CC(c2ccccc2)CC1=O (stereo not drawn) | 3 | x | x
20 | O=C1CSC2(CN3CCC2CC3)N1 (stereo not drawn) | 4 | x | x
21 | O=C(CN1CCCCC1)Nc1ccc(Br)cc1C(=O)c1ccccc1Cl | -1 | x | x
22 | O=C(CN1CCCCC1)NCC(=O)Nc1ccc(Br)cc1C(=O)c1ccccc1 | -2 | x | x
23 | O=C(Nc1ccccc1)NC1CC2CCC(C1)N2 (stereo not drawn) | -1 | x | x
24 | CC1=CC2OC3CC4OC(=O)C=CC=CC(=O)OCCC(C)C(O)C(=O)OCC2(CC1O)C4(C)C31CO1 (stereo not drawn) | 9 | x | x
25 | O=C1NC(=O)N(c2ccccc2)C(=O)/C1=C/c1ccc(Sc2ccccc2)o1 | 0 | x | x
26 | O=C(c1ccc(CS(=O)(=O)c2ccc(Br)cc2)o1)N1CCC2(CC1)OCCO2 | -6 | x | x
27 | COc1ccc(/C=C2\C(=N\O)C3CCN2CC3)cc1 | 1 | x | x
28 | COc1ccc(C2NCc3ccc4c(c3-n3cccc32)OCO4)cc1OC (stereo not drawn) | 7 | x | x
29 | CSCCC(N=Cc1c(O)n(-c2ccc(F)cc2)c(=O)[nH]c1=O)C(=O)OC(C)(C)C (stereo not drawn) | 0 | x | x
30 | CCOc1cc(C=C2C(=O)NC(=O)NC2=O)ccc1OS(=O)(=O)c1ccccc1 | 3 | x | x

# The results go on:
entry | canonical_smiles | ARNT TACC3 PPI | LGR2 antag | PAX8 reporter
31 | CN(C)CP(=O)(Nc1ccccc1)N(C)C (stereo not drawn) | -3 | x | x
32 | COC(=O)CCCNC(=O)CN1CC(c2ccccc2)CC1=O (stereo not drawn) | -2 | x | x
33 | O=P(CN1CCN(c2ccccc2)CC1)(N1CCCCC1)N1CCCCC1 | 36 | x | x
34 | CC(=O)Nc1ccc(OC(=O)N2CCCCC2)cc1 | -3 | x | x
35 | COc1ccc(Br)cc1CN1CCN(C(=O)Cc2ccccc2)CC1 | 8 | x | x
36 | O=c1[nH]c(=O)n(Cc2ccco2)c(O)c1C=NCCCn1ccnc1 | 9 | x | x
37 | O=c1c2ccccc2nc(-c2ccccc2)n1-n1cccc1 | 1 | x | x
38 | COc1ccc2nc(/N=C/c3c(O)n(-c4cccc(Cl)c4)c(=O)[nH]c3=O)sc2c1 | 79* | x | x
39 | CC(=O)c1ccc(OC(NC(=O)Cc2ccccc2)C(Cl)(Cl)Cl)cc1 (stereo not drawn) | 4 | x | x
40 | C=CCn1c(O)c(C(CC)=Nc2ccccc2NC(C)=O)c(=O)[nH]c1=O | 3 | x | x
41 | COC(=O)C(O)(c1c[nH]c2ccccc12)C(F)(F)F (stereo not drawn) | -10 | x | x
42 | Oc1cc(O)cc(/C=C/c2ccc(O)cc2O)c1 | 8 | x | x
43 | Cc1ccc2c(c1)CC1(CN2C)C(=O)NC(=O)N(CCc2ccccc2)C1=O (stereo not drawn) | -1 | x | x
44 | COc1ccc(C(=O)C(Cc2ccccc2)N(C)C)cc1 (stereo not drawn) | -4 | x | x
45 | CCOC(=O)C(O)(c1cn(C)c2ccccc12)C(F)(F)F (stereo not drawn) | -6 | x | x

# Later entries
entry | canonical_smiles | ARNT TACC3 PPI | LGR2 antag | PAX8 reporter
46 | COCCCNC(=O)c1c(NC(=O)c2ccco2)n(Cc2ccccc2)c2nc3ccccc3nc12 | 2 | x | x
47 | CN1C(=O)NC(=O)/C(=C\c2ccc([N+](=O)[O-])o2)C1=O | 8 | x | x
48 | CCCCn1c(NC(=O)c2ccco2)c(C(=O)OCC)c2nc3ccccc3nc21 | 30* | x | x
49 | C(#CCN1CCOCC1)COC/C=C/c1ccccc1 | -2 | x | x
50 | Cc1ccc(N2C(=O)/C(=C/N3CCN(C(=O)c4ccco4)CC3)C(=O)NC2=S)cc1C | 3 | x | x
51 | COC(=O)c1ccc(N2C(=O)CC(N3CCC(n4c(=O)[nH]c5ccccc54)CC3)C2=O)cc1 (stereo not drawn) | -6 | x | x
52 | CC(=NCCCN1CCOCC1)c1c(O)n(Cc2ccccc2)c(=O)[nH]c1=O | 3 | x | x
53 | CN1C(=O)C(Cc2nc3ccccc3c(=O)n2-c2ccccc2)c2ccccc21 (stereo not drawn) | 2 | x | x
54 | CC(Cc1ccccc1Sc1ccc(O)cc1)N(C)C (stereo not drawn) | 3 | x | x
55 | N=C(N)c1c(O)n(C2CCCCC2)c(=O)n(C2CCCCC2)c1=O | -4 | x | x
56 | Nc1c(C(=O)OC2CCCCC2)c2nc3ccccc3nc2n1CC1CCCO1 (stereo not drawn) | 16 | x | x
57 | O=c1c2ccccc2nc(-c2ccccc2)n1-c1ccncc1 | x | x | -10
58 | O=C(Cc1ccccc1)N1CCN(CC2CC=CCC2)CC1 (stereo not drawn) | x | x | 4
59 | CCn1c(O)c(C=Nc2ccc(N3CCOCC3)cc2)c(=O)n(CC)c1=S | x | x | 13
60 | CCCNC(=O)N1C2CCC1CC(O)(c1cccnc1)C2 (stereo not drawn) | x | x | -1

# The list goes on.
entry | canonical_smiles | ARNT TACC3 PPI | LGR2 antag | PAX8 reporter
61 | CCOc1ccc(C2SCC(=O)Nc3c2c(C)nn3C2CCOC(C)(C)C2)cc1 (stereo not drawn) | x | x | 11
62 | CN1CCN(c2ccc(C=O)cc2)CC1 | x | x | 4
63 | CCN1CCN(Cc2cc(C(C)(C)C)c(O)c(C(C)(C)C)c2)CC1 | x | x | 15
64 | CCc1nc2ccccc2c(=O)n1-c1ccc2ccccc2c1 | x | x | 29
65 | COC(=O)CC1(CC(=O)OC)C(=O)NC(=O)NC1=O | x | x | -31
66 | COc1ccccc1CCNCc1cc2c(cc1[N+](=O)[O-])OCO2 | x | x | -9
67 | COc1ccc(C(O)c2ccccc2OP(=O)(N(C)C)N(C)C)cc1 (stereo not drawn) | x | 17 | x
68 | O/N=C1\CCC2CN(C3CCCCC3)CC2C1 (stereo not drawn) | x | 6 | x
69 | Cc1ccc2nsnc2c1-n1c(C)nc2ccccc2c1=O | x | 21 | x
70 | Fc1ccc(C2NCCc3[nH]cnc32)cc1 (stereo not drawn) | x | 3 | x
71 | CCOC(=O)C(O)(c1ccc(N(CC)C(=O)COc2ccccc2)cc1)C(F)(F)F (stereo not drawn) | x | 27 | x
72 | Cc1cc(NC(=O)CCC(=O)N2CCC3(CC2)OCCO3)no1 | x | 15 | x
73 | Cn1c(O)c(C=NCCCNC2CCCCC2)c(=O)n(C)c1=O | x | 24 | x
74 | CCSc1nnc([C@@H](N)Cc2c[nH]c3ccccc23)o1 | -1 | x | 2
75 | O=P(O)(O)/C=C(\Cl)c1ccccc1 | -9 | x | 8

# (continued)
entry | canonical_smiles | ARNT TACC3 PPI | LGR2 antag | PAX8 reporter
76 | Cn1c(=O)cc(OCC(=O)N2CCN(Cc3ccc4c(c3)OCO4)CC2)c2ccccc21 | -4 | x | -12
77 | CCN1CCN(c2nc3c(c(=O)[nH]2)CCCC3)CC1 | -8 | x | 13
78 | CCc1c(C)nc(N)nc1N1N=C1SC | 8 | x | -2
79 | CN1C(=O)N(C)C(=O)C2(Cc3ccccc3N3CCOCC32)C1=O (stereo not drawn) | -3 | x | 11
80 | CCC(=NC1CCN(Cc2ccccc2)CC1)c1c(O)[nH]c(=O)[nH]c1=O | -8 | x | 7
81 | C=CCn1c(=O)c(C=Nc2cccc([N+](=O)[O-])c2)c(O)n(CCCC)c1=O | 5 | x | -17
82 | CCCNS(=O)(=O)c1ccc(OCC(=O)N2CCN(Cc3ccc4c(c3)OCO4)CC2)cc1 | 7 | x | 8
83 | Cc1nc2cc(-c3ccc(Cl)cc3)nn2c(C)c1CCC(=O)N1CCC2(CC1)OCCO2 | -1 | x | -25
84 | CCC(CO)Nc1ccc([N+](=O)[O-])c2cccnc12 (stereo not drawn) | 6 | x | 2
85 | O=C1NC(=O)[C@]2(Cc3ccccc3N3CCN(c4ccccc4)CC32)C(=O)N1Cc1ccccc1 (stereo partly drawn) | 2 | x | -26
86 | CN(C)CC1CSCCC1(O)c1ccc(Cl)cc1 (stereo not drawn) | -3 | x | 13
87 | Cc1cc(Br)ccc1N1C(=O)CC(=O)NC1=O | 12 | x | -5
88 | Cc1ccc(-n2c(O)c(C=Nc3ccc(S(=O)(=O)N(C)C)cc3)c(=O)[nH]c2=O)cc1 | 4 | x | 0
89 | CCOP(=O)(OCC)C(C)(C)NC(=O)C(Cl)(Cl)Cl | -13 | x | -4
90 | Fc1ccc2c(c1)nnn2C1CCN(Cc2nnnn2CCc2ccccc2)CC1 | -3 | x | 22

# Next section.
entry | canonical_smiles | ARNT TACC3 PPI | LGR2 antag | PAX8 reporter
91 | O=c1c2ccccc2nc(CSc2ncnc3nc[nH]c23)n1-c1ccccc1 | -4 | x | 17
92 | Cn1c(O)c(C(=NCCN2CCCCC2)c2ccccc2Cl)c(=O)n(C)c1=O | 0 | x | 8
93 | Cc1nc2cc(C(F)(F)F)ccc2n1C1CCN(Cc2nnnn2Cc2ccc3c(c2)OCO3)CC1 | -11 | x | 37
94 | CN1CCc2nc(SCC(=O)OC(C)(C)C)c(C#N)cc2C1 | -4 | x | -149
95 | CC1=[N+]([O-])C2(N)CCc3nonc3C2(O)C1 (stereo not drawn) | -3 | x | -2
96 | CCC(=Nc1ccc(OC)cc1OC)c1c(O)n(C2CCCCC2)c(=O)[nH]c1=O | 1 | x | -22
97 | Cc1cc(N2C(=O)C3CCCN3C2c2sccc2C)no1 (stereo not drawn) | -6 | x | -2
98 | CC(=O)c1cccc(OCC(O)CN2CC=C(c3ccccc3)CC2)c1 (stereo not drawn) | 3 | x | 13

# Screening results as filed in PubChem BioAssay.
